AMPAR-TARP mod: modulates AMPAR-stargazin complexes; HEK293 GluA2+stargazin, membrane potential dye (FDSS), glutamate EC50; hits were called plate by plate, in both directions; calls only at 30 µM; O88602+P19491; 40,000 tested, 3.5% active;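 active = any of four per-well response measures lying three or more SD from its plate-wide compound average, in either direction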
Target sequence (O88602 whole entry, looked up): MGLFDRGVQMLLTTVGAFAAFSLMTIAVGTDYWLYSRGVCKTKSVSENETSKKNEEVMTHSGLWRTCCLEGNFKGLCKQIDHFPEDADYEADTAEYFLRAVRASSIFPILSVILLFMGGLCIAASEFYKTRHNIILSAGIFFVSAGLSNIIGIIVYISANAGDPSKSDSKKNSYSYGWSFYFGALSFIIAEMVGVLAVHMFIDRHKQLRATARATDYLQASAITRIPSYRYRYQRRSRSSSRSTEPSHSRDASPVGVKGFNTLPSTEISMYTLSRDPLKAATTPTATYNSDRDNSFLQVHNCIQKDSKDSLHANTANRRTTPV
Target sequence (P19491 whole entry, looked up): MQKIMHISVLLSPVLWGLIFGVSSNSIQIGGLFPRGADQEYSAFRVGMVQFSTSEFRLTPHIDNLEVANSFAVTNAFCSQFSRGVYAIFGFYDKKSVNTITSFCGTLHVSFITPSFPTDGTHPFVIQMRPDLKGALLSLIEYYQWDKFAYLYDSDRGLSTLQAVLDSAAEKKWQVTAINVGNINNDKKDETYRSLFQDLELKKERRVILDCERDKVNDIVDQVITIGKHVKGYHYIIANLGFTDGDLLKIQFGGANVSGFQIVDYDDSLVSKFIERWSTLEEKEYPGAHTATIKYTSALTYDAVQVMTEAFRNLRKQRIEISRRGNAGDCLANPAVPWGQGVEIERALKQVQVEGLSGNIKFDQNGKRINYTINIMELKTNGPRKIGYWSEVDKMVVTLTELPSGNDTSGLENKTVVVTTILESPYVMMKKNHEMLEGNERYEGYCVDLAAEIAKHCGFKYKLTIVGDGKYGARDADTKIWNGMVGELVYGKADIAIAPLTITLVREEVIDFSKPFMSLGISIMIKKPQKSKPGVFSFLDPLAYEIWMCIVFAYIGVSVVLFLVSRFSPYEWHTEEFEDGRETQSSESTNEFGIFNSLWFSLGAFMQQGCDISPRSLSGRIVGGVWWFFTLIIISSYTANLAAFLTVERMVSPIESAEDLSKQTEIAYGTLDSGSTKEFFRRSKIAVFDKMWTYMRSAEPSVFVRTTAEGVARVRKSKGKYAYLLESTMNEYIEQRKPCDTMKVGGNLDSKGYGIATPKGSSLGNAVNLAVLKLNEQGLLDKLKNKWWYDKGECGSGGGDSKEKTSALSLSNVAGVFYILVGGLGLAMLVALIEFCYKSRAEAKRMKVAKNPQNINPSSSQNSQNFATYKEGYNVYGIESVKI
AMPAR-TARP mod agonism max-min: also measured in AMPAR-TARP mod; calls as there; compound max-min signal; compound-alone response (agonism);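 unitless range of fluorescence divided by baseline over first 100 seconds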
AMPAR-TARP mod glutamate slope: second read-out of AMPAR-TARP mod, no call of its own (marks repeat the call); glutamate slope, % of max; measured here: glutamate response slope, % max;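 scaled per plate between vehicle wells and maximal 1 mM glutamate control wells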
* hit, by the source's call; i = inactive; + = active, no number; & = joins results of further samples. This is a subset, so the mix of outcomes need not match the whole.

SMILES	AMPAR-TARP mod	AMPAR-TARP mod agonism max-min	AMPAR-TARP mod glutamate slope
Cc1cc(C(=O)Nc2cccc(-c3ccc(=O)n(C)n3)c2)ccc1[N+](=O)[O-]	i	0.117	51.0
Cn1c(=O)[nH]c(=O)c2c1nc(SCC(N)=O)n2CCCOc1ccccc1	i	0.121	56.3
CCS(=O)(=O)N1CCCc2cc(NS(=O)(=O)c3ccc(OC)cc3C)ccc21	i	0.0741	45.4
CCOc1ccc(S(=O)(=O)NCCC(O)C(C)(C)C)cc1F (centres undefined)	i	0.141	43.1
Cc1ccc(S(=O)(=O)N(C)CC(=O)NCc2ccccc2)cc1	i	0.0851	54.1
O=C(Cc1ccccc1)NCCOc1ccc(-c2ccco2)nn1	i	0.0269	53.7
O=C(COc1ncccn1)Nc1nc2ccccc2[nH]1	i	0.132	71.0
O=C(Nc1ccccc1)c1cc([N+](=O)[O-])ccc1N1CCCCCC1	i	0.049	34.2
CC(O)(CNC(=O)C(=O)Nc1ccon1)C1CC1 (centres undefined)	i	0.102	59.2
COc1cccc(C(=O)NCCS(=O)(=O)N2CC(C)CC(C)C2)c1 (centres undefined)	i	0.0799	70.6
CCc1ccccc1NC(=O)Cn1cnc2c(sc3nc(C)cc(C)c32)c1=O	i	0.135	65.0
CN(CCO)c1nc(/C=C/c2ccccc2)c([N+](=O)[O-])c(N2CCCCC2)n1	i	0.132	54.6
CCOc1ccc(C(=O)N2c3ccccc3CC2C(N)=O)cc1OCC (centres undefined)	i	0.103	66.0
O=C(Nc1ccccc1OC(F)(F)F)C1CN(c2nc3c(F)cccc3s2)C1	i	0.0986	61.5
Cc1ccc(S(=O)(=O)N2CCC(C(=O)Nc3c(C(N)=O)oc4ccccc34)CC2)cc1	i	0.122	49.8
O=C(C1c2ccccc2Oc2ccccc21)N1CCC(c2cccs2)CC1	i	0.117	66.6
Cc1ccc2sc(NC(=O)CN3C(=O)CCC3=O)nc2c1C	i	0.0915	44.8
COc1ccc(C(=O)N2C(=S)C(c3ccc(C)cc3)=NC2(C)C)cc1	i	0.163	45.5
Cc1cc(NC(=O)c2ccc([N+](=O)[O-])o2)n(-c2nc3c(cnn3-c3ccccc3)c(=O)[nH]2)n1	i	0.132	53.2
O=C(NCCN1CCN(c2ccc(Cl)cc2)CC1)C(=O)NC1CCCCCC1	i	0.117	54.5
COC(=O)c1ccc(NC(=O)C(=O)NCC2CCN(Cc3cc(C)oc3C)CC2)cc1	i	0.0816	57.9
Cc1ccc(-c2cc(C(=O)NCc3ccncc3)c3c(C)nn(C4CCS(=O)(=O)C4)c3n2)cc1 (centres undefined)	i	0.0855	48.0
Cc1cc(C)n(-c2cc(N3CCN(C(=O)Nc4cccc(Cl)c4C)CC3)nc(C)n2)n1	i	0.0815	67.3
COc1cccc(NC(=O)NCc2n[nH]c(=O)c3ccccc23)c1OC	i	0.117	47.3
COc1ccc(CC(=O)Nc2ccc(CC(=O)N(C)C)cc2)cc1OC	i	0.0593	44.1
O=C(NCCOc1ccc(-c2ccco2)nn1)c1ccccc1	i	0.0263	63.9
O=C(COc1ccc(Cl)cc1)NCC(O)(c1ccccc1)C1CC1 (centres undefined)	i	0.11	49.0
COc1ccc(/C=C/C(=O)c2ccc(O)cc2)c(OC)c1	i	0.11	65.2
COc1ccc(C(=O)NC2CCS(=O)(=O)C2)cc1 (centres undefined)	i	0.0718	50.8
O=C(Nc1ccc([N+](=O)[O-])cc1)C1CCCN(c2ccc(-c3ccccc3)nn2)C1 (centres undefined)	i	0.171	54.1
Cc1cc(C)cc(NC(=O)C2CCN(c3nc4nc[nH]c(=O)c4s3)CC2)c1	i	0.0322	49.1
COc1cccc(C(=O)Nc2cc(C(=O)N3CCC(C)CC3)cn(C)c2=O)c1OC	i	0.0753	53.5
Cn1c(=O)c2c(nc(N3CCOCC3)n2CC(=O)c2ccccc2)n(C)c1=O	i	0.0505	26.2
COc1ccccc1N1CCN(C(=O)c2ccc(S(=O)(=O)N3CCCC3)cc2)CC1	i	0.046	39.3
CCn1c(=O)c(C(=O)Nc2cccc3ccccc23)cc2cccnc21	i	0.102	71.0
COC(=O)N1CCC(CNS(=O)(=O)c2ccccc2)CC1	i	0.0893	61.0
COC(=O)c1scc(-c2ccccc2)c1S(=O)(=O)Nc1cccc(OC)c1	i	0.0848	60.6
CC(C)c1ccc(NC(=O)Cn2nc(C(=O)Nc3ccccc3)ccc2=O)cc1	i	0.0402	44.2
CCN(c1ccccc1)S(=O)(=O)c1ccc(C(=O)Nc2cccc3c2C(=O)NC3=O)cc1	i	0.0601	42.1
CC(=O)N1CCN(C(=O)C(=O)Nc2c3c(nn2C(C)(C)C)CSC3)CC1	i	0.0294	71.5
COCCNC(=O)c1ccc2c(=O)n(Cc3ccccc3Cl)c(=S)[nH]c2c1	i	0.124	62.4
Cc1ccnc(NC(=O)c2ccc(=O)n(Cc3cccc([N+](=O)[O-])c3)c2)c1	+	0.166*	63.9*
COc1ccc(S(=O)(=O)CC(=O)N2CCN(c3nc4c(F)cc(F)cc4s3)CC2)cc1	i	0.0402	49.8
O=C(NCC1CCN(C(=O)/C=C/c2ccco2)CC1)c1ccc(C(F)(F)F)cc1	i	0.0405	23.0
O=C(c1cccs1)N(CCN1CCOCC1)c1nc2c(F)cccc2s1	i	0.0723	61.5
Cc1ccc(C)c2sc(N3CCN(C(=O)c4cccc(S(=O)(=O)C(C)C)c4)CC3)nc12	i	0.0434	51.3
CN(C)C(CNC(=O)C(=O)Nc1ccon1)c1ccc(F)cc1 (centres undefined)	i	0.0423	60.0
CC(=O)Cn1c(=O)c2c(nc3n(-c4ccccc4)c(C)cn23)n(C)c1=O	i	0.119	78.3
Brc1ccc2c3c(ccc2c1)OCN(c1ccccc1)C3	i	0.0995	42.4
COc1ccc(S(=O)(=O)N2CCCCC2CC(=O)NCc2c(F)cccc2F)cc1 (centres undefined)	i	0.021	75.6
CC(O)(CNC(=O)c1nc2ccccc2s1)c1ccc2c(c1)OCO2 (centres undefined)	i	0.135	58.5
Nc1c(C(=O)NC2CCCCC2)cnc2nc3ccccc3n12	i	0.12	56.1
Cc1nc(-c2ccc(S(=O)(=O)NCCNc3cc(-n4cccn4)ncn3)s2)cs1	i	0.0784	62.6
O=S(=O)(NCC(O)(c1cccs1)C1CC1)c1ccc2c(c1)OCCO2 (centres undefined)	i	0.114	39.9
NC(=O)CSc1ccc(-n2cnc(-c3ccc(Cl)cc3)c2)nn1	i	0.19	60.8
O=S(=O)(NCCCN1CCOCC1)c1ccc(Cl)c(Cl)c1	i	0.0309	45.1
COc1ccc2nc(-c3ccc(OC)c(NC(=O)c4ccc(F)c(F)c4)c3)cn2n1	i	0.0457	28.7
CCOc1ccc(C2C(C(=O)c3ccco3)=C(O)C(=O)N2CCCN(C)C)cc1OCC (centres undefined)	i	0.125	65.0
COc1ccc(C2(CNS(=O)(=O)Cc3ccc(F)cc3)CCCC2)cc1	i	0.117	62.7
NS(=O)(=O)c1ccc(NC(=O)c2nc(-c3cnccn3)no2)cc1	i	0.189	56.2

(list continues)
SMILES	AMPAR-TARP mod	AMPAR-TARP mod agonism max-min	AMPAR-TARP mod glutamate slope
O=C(NCCCn1ccnc1)C(=O)Nc1ccc2c(c1)OCO2	i	0.0562	43.1
O=C(NNC(=O)c1cc2ccccc2oc1=O)c1ccc(=O)n(Cc2ccccc2)c1	+	0.14*	47.6*
O=S(=O)(Cc1ccc(C(F)(F)F)cc1)NCCN1CCC(c2cccs2)CC1	i	0.0593	57.1
COc1ccc(OC)c(N(C(=O)C(F)(F)F)C2C=CS(=O)(=O)C2)c1 (centres undefined)	i	0.11	57.4
O=C(NCCn1ncc2c(N3CCOCC3)ncnc21)C12CC3CC(CC(C3)C1)C2	i	0.0637	36.5
O=C(Nn1cnc2c(cnn2-c2ccccc2)c1=O)C1(c2ccc(Cl)cc2)CCCC1	i	0.0976	76.7
COc1cc(-c2ccc(=O)n(CC(=O)Nc3cccc(C(F)(F)F)c3)n2)cc(OC)c1OC	i	0.113	82.1
COc1cc(C2NC(=O)NC(O)(C(F)(F)F)C2C(C)=O)cc(OC)c1OC (centres undefined)	i	0.105	70.2
O=C(/C=C/c1ccco1)N1CCN(c2ccc(Nc3cccnc3)nn2)CC1	i	0.244	53.8
CC(Cn1c(N2CCCC2)nc2c1c(=O)[nH]c(=O)n2C)Cn1c(N2CCCC2)nc2c1c(=O)[nH]c(=O)n2C	i	0.0611	47.1
COC(=O)c1ccc2c(=O)n(CCN3CCCCCC3)c(=S)[nH]c2c1	i	0.0818	76.4
CS(=O)(=O)c1ccc(CC(=O)Nc2nc(-c3cccc([N+](=O)[O-])c3)cs2)cc1	i	0.148	52.3
CC(C)Sc1ccc(C(=O)Nc2ccc([N+](=O)[O-])cc2)cc1	i	0.0466	32.7
COc1ccc(S(=O)(=O)N2CCN(c3cc(Cl)ccc3Cl)CC2)c2ccccc12	i	0.065	60.0
O=C(NCc1ccccn1)c1cc2c(ccc3ccccc32)oc1=O	i	0.0702	42.2
C=CCCC(=O)NCC1CCN(C(=O)NC(C)(C)C)CC1	i	0.12	61.7
O=C(NCCOc1ccc2nnc(-c3cccc(F)c3)n2n1)c1c(F)cccc1Cl	i	0.0868	60.4
O=C(CC1Nc2ccccc2NC1=O)NCc1ccc2c(c1)OCO2 (centres undefined)	i	0.0901	47.4
Cc1ccc(C(CNS(=O)(=O)c2cc(C)c(C)cc2C)N2CCOCC2)cc1 (centres undefined)	i	0.0901	87.1
COc1ccc(OC)c(Nc2nc(CC(=O)NCCc3ccccc3)cs2)c1	i	0.17	86.1
Cc1c(C)c(C)c(S(=O)(=O)NCC2CCN(C(=O)Nc3ccc(F)cc3)CC2)c(C)c1C	i	0.0582	24.9
O=c1c2nnn(-c3ccccc3)c2ncn1Cc1nc(-c2ccc(Cl)cc2)no1	i	0.0892	67.8
CCNC(=O)C1Cc2ccccc2N1C(=O)c1cc(=O)c2ccccc2o1 (centres undefined)	i	0.0369	42.2
Cc1cc(NC(=O)CSc2ccc(NC(=O)c3ccco3)nn2)on1	i	0.0842	32.4
COc1ccc(NC(=O)CN2CCN(c3nccn3-c3ccccc3F)CC2)c(OC)c1	i	0.0263	28.5
COc1ccc(NC(=O)C(=O)Nc2ccc([N+](=O)[O-])cc2)c(OC)c1	i	0.126	66.7
CN1CCN(S(=O)(=O)c2ccc(C(=O)Nc3ccc(S(N)(=O)=O)cc3)o2)CC1	i	0.106	59.9
O=C(Nc1ccccc1OC(F)F)c1ccc(S(=O)(=O)N2CCOCC2)cc1	i	0.0933	60.6
Cc1ccc(C(=O)C(C)OC(=O)CCc2c[nH]c3ccccc23)cc1 (centres undefined)	i	0.109&0.0802	48.4&107.8
O=C(Nc1ccc2c(c1)OCO2)c1ccc(N2CCCCS2(=O)=O)cc1	i	0.113	50.0
CCOC(=O)c1c(NCc2ccc3c(c2)OCO3)c2cc(C)ccc2[nH]c1=O	i	0.0811	63.3
O=C(Nc1nc2ccccc2[nH]1)C1CCCN(c2ccc(-n3cccn3)nn2)C1 (centres undefined)	i	0.09	55.4
Cn1nnc2c(=O)n(CC(=O)Nc3ccccc3C(F)(F)F)cnc21	i	0.084	62.4
Cc1cccc(CC(=O)NC2CCCC(O)C2)c1 (centres undefined)	i	0.149	86.4
CCc1nnc(NC(=O)CC23CC4CC(CC(C4)C2)C3)s1	i	0.0433	43.1
CCOC(=O)N(C)Cc1nc2ccccc2n1Cc1ccccc1F	i	0.0528	54.7
O=C(c1cnn2ccccc12)N1CCN(C(=O)C2(c3cccs3)CCCC2)CC1	i	0.0786	60.7
COc1cc(OC)cc(-c2nnc(NC(=O)Cc3ccc(S(C)(=O)=O)cc3)o2)c1	i	0.0978	59.4
COc1ccccc1NC(=O)Nc1c(C)nc2ccc(C)cn2c1=O	i	0.0929	64.1
CCCNC(=O)Cn1cc(-c2nc(-c3ccc(Cl)cc3)no2)c(=O)c2ccc(C)nc21	i	0.0305	21.2
CS(=O)(=O)N1CCCc2cc(NC(=O)c3ccc(F)c(F)c3)ccc21	i	0.0634	40.8
CC(C)c1nnc(C2CCN(C(=O)Cn3cnc4ccccc43)CC2)o1	i	0.131	57.4
O=C(NCCC(O)c1cccs1)C1CCC1 (centres undefined)	i	0.0839	60.1
CCN1CCN(CCCNC(=O)C(=O)c2c[nH]c3ccccc23)CC1	i	0.105	64.6
CCOc1ccc(OCCNC(=O)c2ccc(C(F)(F)F)cc2)cc1	i	0.11	64.4
CC(=O)Nc1ccc(S(=O)(=O)Nc2ccc(S(=O)(=O)Nc3ccc(F)cc3)cc2)cc1	i	0.0509	50.3
O=C(NCc1n[nH]c(=O)c2ccccc12)c1cc2ccccc2[nH]1	i	0.107	52.9
